Source: PubChem BioAssay
Pol kappa inh: qHTS for Inhibitors of Polymerase Kappa; DNA polymerase kappa (Homo sapiens), Q9UBT6; purified Pol kappa, fluorescent DNA synthesis assay, 10 min; Potency, µM (series often up to 107 µM), inactives show at the highest dose activity, negative = inhibition, hits mostly inhibitors; actives 0.53% (n = 400,000); note: potency is the fitted concentration of half-maximal effect; % is set by controls: 0 for no effect and ±100 for the full control effect
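Activity was followed as the change in fluorescence between reads at 0 and 10 min after starting the reaction with 50 nM substrate. Beforehand, 10 nM polymerase had been preincubated with compound for 15 min at room temperature.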
Pol beta inh: qHTS Assay for Inhibitors of DNA Polymerase Beta | Potency, µM (doses to about 114 µM), inactives show at the highest dose activity change, negative = inhibition, most hits filed as inhibitors | P06746 | Pol beta primer extension/strand displacement, fluorescence kinetic | AID 485314, 2010 | actives 1.3% (n = 340,000); note: potency is the fitted concentration of half-maximal effect; % is set by controls: 0 for no effect and ±100 for the full control effect
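Preincubation: enzyme (10 nM) with compound, 15 min, RT. Reaction: substrate added to 50 nM final. Reads: 0 and 10 min. Analysis: normalized, Hill fit.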
ERG Ets-DNA blk: qHTS for Small Molecule Inhibitors of the ERG Ets/DNA interaction; Transcriptional regulator ERG (Homo sapiens), P11308; fluorescence polarization, His-ERG Ets domain / labelled DNA; Potency, µM (series often up to 76.9 µM), inactives show at the highest dose FP activity, negative = inhibition, hits mostly inhibitors; actives 0.028% (n = 370,000); active = well fitted inhibition curve with a large enough effect in the polarisation, with a control signal flat; inconclusive = small, poorly fitted or top-dose-only effect, or effect the other way, or a change in a side signal; inactive = no such curve, though single readings can be large or run the other way; the % refers to the polarisation;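 note: polarization taken with two DNA probes labelled with fluorescein and Texas red; potency is the fitted concentration of half-maximal effect; % of control where 0% means no effect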
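His-tagged ERG Ets domain (1 uM in the protein solution; 300mM KCl, 50mM Tris-HCl, 1mM EDTA, 1mM DTT, pH 7.5) received compound, then a probe mix of 5 nM fluorescein-DNA and 100nM Texas-615-DNA. Fluorescence polarization was read for both dyes.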
Pol iota inh: qHTS for Inhibitors of Polymerase Iota; actives 1% (n = 390,000); Pol iota fluorescent replication assay, 10 min; Potency, µM (top dose mostly 115 µM), for the others: at the top dose activity, negative = inhibition, most hits filed as inhibitors; DNA polymerase iota (Homo sapiens), Q9UNA4; note: potency is the fitted concentration of half-maximal effect
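Fluorescent replication assay read twice, at 0 min and 10 min after adding 50 nM (final) substrate. Enzyme (10 nM) and compounds were first incubated 15 min at room temperature; enzyme-free buffer wells were negative controls.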
APEX1 inh: qHTS Assay for Inhibitors of the Human Apurinic/apyrimidinic Endonuclease 1 (APE1); DNA repair nuclease/redox regulator APEX1 (Homo sapiens), P27695; recombinant APE1, TAMRA/BHQ-2 abasic DNA cleavage fluorescence; Potency, µM (series often up to 65.8 µM), inactives show at the highest dose activity change, negative = inhibition, actives largely listed as inhibitors; actives 0.35% (n = 350,000); AID 2517, 2012;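 note: potency is the fitted concentration of half-maximal effect; plate controls were vehicle for no effect and reference inhibitor for full effect; nearly all actives have a fitted effect of over 55% in size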
Target sequence (P27695 whole entry, looked up): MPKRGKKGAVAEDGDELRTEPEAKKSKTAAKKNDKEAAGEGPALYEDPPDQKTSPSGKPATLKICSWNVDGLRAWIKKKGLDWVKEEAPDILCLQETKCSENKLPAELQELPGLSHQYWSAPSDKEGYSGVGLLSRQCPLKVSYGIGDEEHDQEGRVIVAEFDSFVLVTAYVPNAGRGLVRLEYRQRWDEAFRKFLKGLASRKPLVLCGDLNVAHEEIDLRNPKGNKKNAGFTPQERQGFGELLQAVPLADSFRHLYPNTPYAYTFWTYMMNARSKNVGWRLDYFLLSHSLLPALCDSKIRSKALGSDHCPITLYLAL
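APE1 at 0.75 nM preincubated 15 min at room temperature with compound. Reaction then started with 50 nM double-stranded THF-abasic substrate labelled with TAMRA/BHQ-2, and 525/598 nm fluorescence read kinetically. Activity taken as third-minus-first read difference, normalized to DMSO and NSC13755 controls.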
TRHR ag: qHTS for Small Molecule Agonists and Allosteric Enhancers of Human TRH Receptor: Primary Screen for Agonists. actives 0.18% (n = 360,000). AID 493084, 2011. Thyrotropin-releasing hormone receptor (Homo sapiens), P34981. TRHR cells, calcium flux fluo-8, FDSS agonist mode. activation, % at 2 µM; in the data active = activation above about 30%; note: 0% is about no effect
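Steps: seed TRHR cells overnight; add fluo-8 no-wash Ca dye, RT 30 min–1.5 h; record 10 s baseline; pin-transfer compounds; monitor fluorescence 1 cycle/s for the agonist window. Calcium increases flag candidate agonists.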
Anesthetic bind: qHTS Assay for Identification of Novel General Anesthetics | Potency, µM (top dose mostly 77.5 µM), for the others: top-dose activity change, negative = displacement, usual class: inhibitors | apoferritin/1-aminoanthracene competitive binding, fluorescence | Ferritin light chain (Equus caballus), P02791 | actives 0.074% (n = 350,000) | AID 485281, 2010; note: potency is the fitted concentration of half-maximal effect; % is set by controls: 0 for no effect and ±100 for the full control effect; nearly all actives have a fitted effect of over 20% in size
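In PBS, apoferritin at 10 uM is loaded with 1-AMA from a 50% saturated solution. After 10 min of compound exposure at ambient temperature, reduced 535 nm fluorescence indicates probe displacement.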
BLM helicase inh: qHTS Assay for Inhibitors of Bloom's syndrome helicase (BLM). RecQ-like DNA helicase BLM (Homo sapiens), P54132. recombinant BLM DNA unwinding, fluorescence dequenching. Potency, µM (titrated, usually from 56.1 µM), for the others: top-dose activity change, negative = inhibition, hits mostly inhibitors. actives 0.2% (n = 350,000). AID 2528, 2010;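 note: potency is the fitted concentration of half-maximal effect; plate controls were vehicle for no effect and no enzyme for full effect; nearly all actives have a fitted effect of over 35% in size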
12-LOX inh: Primary qHTS assay for inhibitors of human arachidonate 12S-lipoxygenase (ALOX12): Round 2. Polyunsaturated fatty acid lipoxygenase ALOX12 (Homo sapiens), P18054. purified 12hLO, xylenol orange hydroperoxide absorbance. Potency, µM (doses to about 108 µM), for the others: top-dose activity change, negative = inhibition, usual class: inhibitors. actives 1.1% (n = 580,000); note: potency is the fitted concentration of half-maximal effect; % is set by controls: 0 for no effect and ±100 for the full control effect
Target sequence (P18054 whole entry, looked up): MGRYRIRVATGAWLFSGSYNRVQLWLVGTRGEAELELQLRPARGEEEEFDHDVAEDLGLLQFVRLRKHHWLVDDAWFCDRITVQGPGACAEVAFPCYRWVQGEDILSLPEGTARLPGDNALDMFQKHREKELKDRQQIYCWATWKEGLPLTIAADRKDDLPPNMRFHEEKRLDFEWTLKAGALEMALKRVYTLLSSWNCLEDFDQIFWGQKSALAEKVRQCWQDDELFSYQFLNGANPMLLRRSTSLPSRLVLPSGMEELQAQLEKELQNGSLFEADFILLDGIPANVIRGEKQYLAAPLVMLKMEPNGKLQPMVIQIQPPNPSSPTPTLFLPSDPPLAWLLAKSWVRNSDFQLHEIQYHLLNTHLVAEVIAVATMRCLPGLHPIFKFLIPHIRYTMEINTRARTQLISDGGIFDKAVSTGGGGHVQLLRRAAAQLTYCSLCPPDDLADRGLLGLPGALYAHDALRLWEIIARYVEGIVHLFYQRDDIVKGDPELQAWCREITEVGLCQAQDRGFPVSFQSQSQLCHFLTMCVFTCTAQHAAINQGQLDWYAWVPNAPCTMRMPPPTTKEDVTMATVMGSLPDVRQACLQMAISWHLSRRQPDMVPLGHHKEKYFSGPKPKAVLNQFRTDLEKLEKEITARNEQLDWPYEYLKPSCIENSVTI
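Purified human 12hLO (150 nM final) in 25 mM Hepes, 0.01% Triton X-100, pH 7.0 was preincubated 15 min at room temperature with compound. Then 40 uM arachidonic acid was added, 30 min. Hydroperoxide was read by Fe-XO absorbance ratio 573/405 nm.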
* hit, by the source's call; ? = inconclusive; . = not tested or not shown; [ ] = remark or other dose. Unless noted, calls come from the whole dose curve; as a rule, active = well fitted curve in the direction sought with a large enough effect; inconclusive = small, poorly fitted or top-dose-only effect, or another doubt; inactive = no such curve, though single readings can be large; an effect the other way counts as inactive or inconclusive. An excerpt; rates above refer to the full screens.

Screens in order: APEX1 inh	Pol beta inh	ERG Ets-DNA blk	BLM helicase inh	12-LOX inh	Pol iota inh	Anesthetic bind	Pol kappa inh	TRHR ag
1) Cc1ccc(NC(=O)CCC(=O)NNC(=O)COc2ccc([N+](=O)[O-])cc2)cc1C
→ 3%	?	-4%	-2%	416%[activator]	?	9%	-14%	-0.2
2) CC1CCCCC1NC(=O)CN1CCC(O)(c2ccc(F)cc2)CC1 (configuration not stated)
→ 1%	23%	.	-5%	13%	25%	-18%	-7%	-0.1
3) CSc1c(CC(=O)NCCO)n(C)c2ccccc12
→ -4%	20%	.	-10%	21%	10%	-2%	-4%	-0.4
4) CCN1CCc2c(OCC(=O)Nc3cccc(C)c3C)cccc2C1=O
→ -4%	22%	.	-3%	2%	.	-8%	.	0.1
5) COC(=O)c1ccc2c(=O)n(Cc3ccc4c(c3)OCO4)c(SCC(=O)N3CCCC3)nc2c1
→ 2%	3%	5%	-1%	7%	5%	3%	6%	0.0
6) COc1cc(OC)cc(-c2nc3nc(C)c(CCC(=O)Nc4ccc(C)c(C)c4)c(C)n3n2)c1
→ .	2%	0%	-3%	-14%	19%	2%	-4%	0.7
7) CC1CC(=O)Nc2ccccc2N1C(=O)Nc1ccccc1 (configuration not stated)
→ 4%	-1%	2%	0%	164%[activator]	31%[activator]	-1%	-13%	0.2
8) CCN1CCN(C(=O)C2CCN(c3nnc(-n4c(C)ccc4C)s3)CC2)CC1
→ -6%	13%	0%	-1%	0%[57.4 µM]	29%	-10%	7%	0.4
9) CCCCOP(=O)(c1ccc(N(C)C)cc1)C(Nc1ccccc1)c1ccccc1 (configuration not stated)
→ -8%	-24%	16%	-14%	-28%	13%	-11%	-10%	-0.7
10) O=C(Nc1nnc(-c2ccccc2F)s1)c1cccnc1
→ -4%	0%	-6%	-2%	18%	60%[activator]	-6%	5%	0.2
11) CCCCCCC1CC(CCC(=O)Nc2ccc([N+](=O)[O-])cc2)C(=O)O1 (configuration not stated)
→ -2%	11%	-2%	1%	21%	13%	-3%	0%	0.3
12) COCC(=O)N1CCC(Oc2ccc(C(=O)NC(C)c3nc(C)sc3C)cc2)CC1 (configuration not stated)
→ 38%	54%	-5%	0%	-27%	66%[activator]	-3%	6%	0.6
13) O=C(Nc1c(C(=O)N2CCN(c3ccccn3)CC2)oc2ccccc12)c1ccc([N+](=O)[O-])cc1
→ 49%[activator]	19%	-5%	-3%	9%	14%	-8%	3%	1.2
14) Nc1ncc(-c2ccccc2)c(-c2ccc(OCc3ccccc3)cc2O)n1
→ -6%	-2%	1%	-15%	19%	40%[activator]	-11%	-17%	0.4
15) Cc1cccc(C)c1NC(=O)CCCN1CC(C)OC(C)C1 (configuration not stated)
→ 3%	2%	3%	-5%	22%	3%	-7%	-14%	0.6
16) CCS(=O)(=O)N1CCN(c2ccc([N+](=O)[O-])c(NCC3CCCO3)c2)CC1 (configuration not stated)
→ 3%	6%	0%	-3%	?	109%[activator]	?	-19%	-1.0
17) CC(=O)Nc1ccc(/C(C)=N/Nc2nc(Nc3ccccc3)nc(N3CCOCC3)n2)cc1
→ 0%	-7%	-9%	-2%	-2%	98%[activator]	-10%	-7%	-1.4
18) Cc1n[nH]c(C)c1S(=O)(=O)N1CCCC(C(=O)N2CCN(c3ccc(Cl)cc3)CC2)C1 (configuration not stated)
→ -15%	0%	-3%	6%	0%	3%	?	-7%	-0.5
19) COc1cc(CN(CC2CCCO2)C(=O)c2ccc(F)cc2)cc(OC)c1OC (configuration not stated)
→ .	6%	3%	2%	-12%	-1%	10%	-25%	-0.2
20) CCNc1nc(NC(C)C)nc(NC(C)(C)C)n1
→ 24%	35%	3%	-1%	-15%	5%	-10%	0%	0.2
21) CCOc1ccccc1C(=O)OCC(=O)Nc1ccc(OC(F)F)cc1
→ ?	8%	-1%	-4%	0%	4%	-14%	-7%	0.3
22) COc1ccc(-c2c(C)oc3c(CN4CCN(C)CC4)c(O)ccc3c2=O)cc1
→ -1%	-27%	2%	5%	25%	-18%	13%	-5%	0.6
23) CC(=O)Cn1nnc2sc3c(c2c1=O)CCC(C(C)(C)C)C3 (configuration not stated)
→ -5%	15%	13%	-9%	-1%	65%[activator]	?	-18%	-0.3
24) CC1CCN(C(=O)C2CC(c3ccc(F)cc3)=NO2)CC1 (configuration not stated)
→ -6%	58%	-13%	-3%	4%	28%	-14%	-11%	-0.4
25) COc1ccc(-c2nc3cnc(Oc4cccc(Cl)c4)nc3n(CCC#N)c2=O)cc1
→ -6%	.	.	1%	?	.	.	-4%[60.1 µM]	.
26) CC(=O)NC(CC(C)C)C(=O)NC(=O)NCc1ccccc1 (configuration not stated)
→ 6%	1%	5%	0%	-1%	2%	-9%	3%	0.3
27) Cc1ccc(Cl)cc1NC(=O)C(NS(=O)(=O)c1ccc2c(c1)CCC(=O)N2)c1ccccc1 (configuration not stated)
→ .	17%	-1%	-1%	-26%	18%	-6%	-4%	-0.2
28) COc1ccccc1CC(=O)Nc1ccccc1O
→ 0%	18%	-8%	-4%	9%	20%	?	-5%	0.4
29) CCCN1CCN(CCCNC(=O)C2CCCN(c3nnc(-n4cccc4)s3)C2)CC1 (configuration not stated)
→ -3%	0%	2%	-11%	0%	-11%	-8%	-9%	-0.6
30) Cn1nnc(NC(=O)CSc2nnnn2-c2ccc(F)cc2)n1
→ 0%	?	-4%	-1%	?	-3%	-7%	-4%	0.3

Continued.
Screens in order: APEX1 inh	Pol beta inh	ERG Ets-DNA blk	BLM helicase inh	12-LOX inh	Pol iota inh	Anesthetic bind	Pol kappa inh	TRHR ag
31) CCCC(=O)Nc1ccc(Sc2ccc([N+](=O)[O-])cc2)cc1
→ -9%	-5%	-1%	-6%	10%	12%	?	-18%	0.4
32) COc1ccccc1-c1nnc(NC(=O)c2ccc(S(=O)(=O)N(C)CC3CCCO3)cc2)o1 (configuration not stated)
→ 36%	-15%	0%	-6%	0%	17%	-12%	-10%	-0.8
33) Cc1c(CN2CCCC(C(=O)c3cccc(Cl)c3)C2)c(=O)n(-c2ccccc2)n1C (configuration not stated)
→ -1%	48%	16%	0%	0%	65%[activator]	-7%	-7%	-0.1
34) CO/N=C/C(=N\Nc1ccc(OC)cc1)C(=O)c1ccc(F)cc1
→ 21%	3%	-5%	-2%	-17%	93%[activator]	-3%	-5%	0.4
35) CC(C)Cc1ccc(S(=O)(=O)N2CCN(Cc3noc(CCC(=O)N4CCCCC4)n3)CC2)cc1
→ .	3%	0%	-1%	-26%	18%	-3%	3%	-0.3
36) O=C(Nc1ccc([N+](=O)[O-])cc1)C1CC12CCC2 (configuration not stated)
→ 7%	11%	0%	-4%	-16%	57%[activator]	-21%	-7%	0.3
37) CC1(C)C2CCC1(C(=O)O)c1nc3ccccc3nc12 (configuration not stated)
→ -1%	22%	7%	-2%	0%	21%	-4%	-14%	0.3
38) CCn1c(SCC(=O)Nc2ccccc2C)nnc1-c1ccccc1O
→ 0%	0%	-5%	0%	?	4%	-7%	-22%	0.3

Entries 1 through 7, quoted:
Screens in order: APEX1 inh	Pol beta inh	ERG Ets-DNA blk	BLM helicase inh	12-LOX inh	Pol iota inh	Anesthetic bind	Pol kappa inh	TRHR ag
1) Cc1ccc(NC(=O)CCC(=O)NNC(=O)COc2ccc([N+](=O)[O-])cc2)cc1C
→ 3%	?	-4%	-2%	416%[activator]	?	9%	-14%	-0.2
2) CC1CCCCC1NC(=O)CN1CCC(O)(c2ccc(F)cc2)CC1 (configuration not stated)
→ 1%	23%	.	-5%	13%	25%	-18%	-7%	-0.1
3) CSc1c(CC(=O)NCCO)n(C)c2ccccc12
→ -4%	20%	.	-10%	21%	10%	-2%	-4%	-0.4
4) CCN1CCc2c(OCC(=O)Nc3cccc(C)c3C)cccc2C1=O
→ -4%	22%	.	-3%	2%	.	-8%	.	0.1
5) COC(=O)c1ccc2c(=O)n(Cc3ccc4c(c3)OCO4)c(SCC(=O)N3CCCC3)nc2c1
→ 2%	3%	5%	-1%	7%	5%	3%	6%	0.0
6) COc1cc(OC)cc(-c2nc3nc(C)c(CCC(=O)Nc4ccc(C)c(C)c4)c(C)n3n2)c1
→ .	2%	0%	-3%	-14%	19%	2%	-4%	0.7
7) CC1CC(=O)Nc2ccccc2N1C(=O)Nc1ccccc1 (configuration not stated)
→ 4%	-1%	2%	0%	164%[activator]	31%[activator]	-1%	-13%	0.2
